# Source: PubChem (several laboratories)
# ROMK primary = modulates human ROMK potassium channel activity | 130,000 compounds, 2% hits | Tet-inducible ROMK, thallium flux fluorescence; actives lie on both sides | B-score at 10 µM | P48048;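 active = signal ratio slope over the read window, or its plate-corrected B-score, at least 3 SD from the plate mean, either direction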;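 note: B-score of the F/F0 ratio slope over 7 to 12 s after thallium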
# Target sequence (P48048 whole entry, looked up): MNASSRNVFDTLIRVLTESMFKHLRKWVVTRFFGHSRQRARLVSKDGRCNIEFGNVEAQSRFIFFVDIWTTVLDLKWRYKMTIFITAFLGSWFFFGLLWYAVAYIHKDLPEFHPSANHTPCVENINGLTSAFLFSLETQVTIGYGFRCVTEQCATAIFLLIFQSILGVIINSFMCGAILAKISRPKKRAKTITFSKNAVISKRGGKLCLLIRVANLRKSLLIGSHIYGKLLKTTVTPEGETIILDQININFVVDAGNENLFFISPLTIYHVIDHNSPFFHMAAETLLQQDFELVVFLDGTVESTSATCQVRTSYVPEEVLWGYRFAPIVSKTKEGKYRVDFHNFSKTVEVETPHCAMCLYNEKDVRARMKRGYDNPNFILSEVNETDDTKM
# S1P3 antagonist = antagonists of human S1P3 receptor. inhibition, % at 4.98 µM. AID 485. 170,000 compounds, 0.27% hits. CHO S1P3 NFAT-BLA reporter, FRET fluorescence, antagonist mode;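 active = inhibition above the plate cutoff, the mean inhibition of test wells on that plate plus 3 SD, cut at about 28% in these data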;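 note: cells challenged with S1P at its EC80 of 0.8 µM; blue over green emission ratio from cleaved BLA substrate after 4 h stimulation; 0% = S1P-stimulated wells and 100% = unstimulated DMSO-only wells; some compounds past the cut are filed as inactive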
# Target sequence (Q99500 whole entry, looked up): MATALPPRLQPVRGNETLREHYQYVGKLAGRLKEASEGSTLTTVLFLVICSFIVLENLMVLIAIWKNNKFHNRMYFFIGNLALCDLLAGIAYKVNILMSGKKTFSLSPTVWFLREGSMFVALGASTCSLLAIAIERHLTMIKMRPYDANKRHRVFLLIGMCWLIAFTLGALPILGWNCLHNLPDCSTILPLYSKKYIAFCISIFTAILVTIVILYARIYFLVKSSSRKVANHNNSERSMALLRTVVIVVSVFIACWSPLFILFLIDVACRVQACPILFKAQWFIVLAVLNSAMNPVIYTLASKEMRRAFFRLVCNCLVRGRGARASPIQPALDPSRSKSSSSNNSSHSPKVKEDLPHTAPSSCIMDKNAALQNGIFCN
# SRC2 TRFRET art = counter-screen for PPARgamma SRC-2 recruitment agonists: TR-FRET artefact. hits give high values. TR-FRET ratio at 8 µM. 200,000 compounds, 0.4% hits; in the data active = TR-FRET ratio above about 2000; note: inactives centre near 1500
# STAT3 inh = reduces IL-6 driven STAT3 reporter signal | AID 862 | inhibition, % at 5.5 µM | U3A cells, IL-6 STAT3-luciferase reporter, luminescence; host cell line lacks STAT1 | 190,000 compounds, 0.89% hits;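 active = inhibition above the mean inhibition across all screened compounds plus 3 SD, cut at about 44% in these data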;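 note: 0% = DMSO only wells and 100% = 100 µM nifuroxazide control wells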
# RAM inhibit = blocks the yeast RAM network; S. cerevisiae dse1pr::URA3 reporter, 5-FOA growth OD615, 2 d; analog-sensitive cbk1-as2 kinase mutant strain; inhibition, % at 50 µM; 190,000 compounds, 1.8% hits;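 active = inhibition above a set limit, 3 SD over mean compound inhibition, cut at about 8.4% in these data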;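 note: 0% = DMSO-only wells with no growth and 100% = 10 µM 1-NA-PP1 full growth; inhibition rescues growth on 5-FOA so higher OD means more RAM inhibition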
# PPARg SRC-1 ag = agonists of human PPARgamma SRC-1 coactivator recruitment. P37231. PPARgamma-SRC-1 coactivator recruitment biochemical assay. activation, % at 8 µM. 200,000 compounds, 0.41% hits; in the data active = activation above about 19%;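 note: 0% = DMSO and 100% = reference agonist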
# PPARg SRC3 recr = agonists of human PPARgamma SRC-3 coactivator recruitment; 200,000 compounds, 0.26% hits; biochemical PPARgamma/SRC-3 coactivator recruitment assay; P37231; AID 731; activation, % at 8 µM; in the data active = activation above about 23%;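 note: 0% = DMSO and 100% = reference agonist; some compounds past the cut are filed as inactive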
# TLR4-MyD88 BLA = TLR4-MyD88 interaction inhibition in cells. O00206+Q99836. HeLa CL3-4 TLR4/MyD88 BLA complementation, FRET ratio. inhibition, % at 8.4 µM. 200,000 compounds, 0.18% hits; in the data active = inhibition above about 25%;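 note: 0% = vehicle and 100% = reference inhibitor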
# STAT3 activator = activators of IL-6 induced STAT3 signaling; U3A cells, IL-6 STAT3-luciferase reporter, luminescence; 100% = signal with IL-6 EC80 alone; 190,000 compounds, 0.91% hits; AID 871; activation (% of control), % at 5.6 µM;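 active = activation above the screen-wide mean of compound activation plus 3 SD, cut at about 130% in these data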;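 note: 0% = background luminescence of wells with medium and substrate only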
#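 Test system: Human STAT1-deficient U3A cells with stable STAT3-luciferase reporter | Also added: Interleukin-6, 33 ng/mL | Timing: Compound pre-incubation 1 h before IL-6, then 6 h stimulation at 37 °C | Technique: Luciferase reporter luminescence | Read-out: Percent of IL-6-only median luminescence | Benchmarks: IL-6-only wells as 100% reference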
# PPARg SRC2 recr = PPARgamma-driven SRC-2 recruitment agonism. P37231. PPARgamma LBD-SRC-2 recruitment, biochemical. activation, % at 8 µM. 200,000 compounds, 0.34% hits. AID 1032; in the data active = activation above about 22%;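 note: 0% = vehicle and 100% = reference agonist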
# STAT1 blocker = inhibitors of IFN-gamma induced STAT1 signaling; inhibition, % at 5.5 µM; NIH 3T3 STAT1-luciferase reporter, luminescence; 200,000 compounds, 0.35% hits; AID 920;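 active = inhibition above a set limit, the mean inhibition across all tested compounds plus 3 SD, cut at about 34% in these data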;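 note: 0% = IFN-gamma with DMSO and 100% = IFN-gamma with 300 µM nifuroxazide; values of inactives mirror those of a sister screen read the other way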
# The depositor's hits bear a star; . = not tested or not shown. The order is random. Share with any hit: about 5.6%.
molecule	ROMK primary	S1P3 antagonist	SRC2 TRFRET art	STAT3 inh	RAM inhibit	PPARg SRC-1 ag	PPARg SRC3 recr	TLR4-MyD88 BLA	STAT3 activator	PPARg SRC2 recr	STAT1 blocker
COc1cccc(Nc2nc3ccccc3n3cnnc23)c1	.	.	1481	23	2.7	1	4	-1	88	-6	-13
O=C(Nc1ccc2c(c1)CCC2)c1cccc(F)c1	.	4	1439	4	2.0	-6	-1	-9	97	-3	-70
S=c1[nH]nc(-c2ccccn2)n1/N=C/c1ccccc1	1.1	-2	1291	10	-0.3	-1	1	6	90	-4	-2
CC(=O)CSc1nnc(-c2cnccn2)n1-c1ccccc1	.	.	1454	-1	1.4	-5	-9	1	105	-7	-1
CCCCC(=O)OCC(=O)c1[nH]c(C)c(C(C)=O)c1C	0.21	-5	1691	2	2.7	12	6	-6	100	7	-13
O=C(NCc1ccncc1)c1cc(C(=O)C2CCCCC2)c[nH]1	0.43	-15	1695	31	1.7	-5	-1	-12	78	-8	16
CN(Cc1cn(-c2ccccc2)nc1-c1ccc(Cl)cc1)C(=O)CCC(=O)O	0.099	-7	1485	0	-0.8	1	5	-13	98	-5	-7
C/C(=N\NC(=S)NC1CCCCC1)c1ccccc1	.	-10	1368	-9	0.9	-8	3	-11	103	-4	-15
Cc1cccc(N2CCN(C(=O)CC(NC(=O)c3ccccc3)c3ccccc3)CC2C)c1 (configuration not stated)	.	-16	1450	-6	1.4	1	0	-21	104	-2	5
Cc1cccc(OCCOC(=O)C2CCN(S(=O)(=O)c3cccs3)CC2)c1	0.48	-3	1460	4	7.4	0	1	11	103	-4	-1
COc1cc2c(cc1OC)C1=C(C#N)CC/C(=N\S(=O)(=O)c3ccccc3)N1CC2	.	13	1804	-13	-0.3	-2	12	4	119	1	6
CCO[C@H]1OC(C(=O)N2CCN(C)CC2)=C[C@@H](C)[C@@H]1CCCO	.	-29	1659	.	-0.2	5	-1	1	.	6	17
CN(C(=O)CCN1C(=O)C(C)(C)Nc2ccccc21)c1ccccc1	1.1	-2	1605	8	0.3	3	7	-1	96	5	2
COc1ccc(OCC(O)COc2ccc(OC)cc2)cc1	.	-14	1489	8	1.2	3	0	-5	98	9	12
O=C(C1CC1)N1CCc2cc(Br)cc(S(=O)(=O)N3CCOCC3)c21	.	.	1729	15	1.1	2	-4	0	91	6	7
N#Cc1c(Nc2ccccc2)sc(C(=O)C2CC2)c1N	.	-9	1435	2	5.9	-1	0	10	100	-4	-3
Cc1cc(NC(=O)Cn2nc(C)c([N+](=O)[O-])c2C)no1	.	-8	1509	3	1.0	-5	2	-7	98	16	12
O=C1CC(=C(c2ccccc2)c2ccccc2)C(=O)N1CCCCN1CCN(c2ccccc2)CC1	0.03	.	1434	-4	1.2	2	-4	-9	102	11	7
CCCN1CCN(CCCNC(=O)Cn2ncc3c4ccccc4n(C)c3c2=O)CC1	.	-39	1499	8	1.6	8	4	0	97	3	7
C#CCOCCOCCOCCNc1nc(N2CCOCC2)nc(N2CCN(C(=O)[C@H](Cc3cc4ccccc4[nH]3)n3cc([C@@H](N)C(C)CC)nn3)CC2)n1 (some centres not stated)	.	-43	1522	.	0.8	5	4	1	.	4	5
CC(NC(=O)C1CCCO1)c1ccccc1 (configuration not stated)	.	.	1599	1	0.3	7	3	-15	106	-3	-3
COC(=O)c1ccc(C)c(NC(=O)CN(c2ccccc2)S(=O)(=O)N(C)C)c1	0.13	-13	1735	10	-0.6	4	-2	-3	96	9	-7
CS(=O)(=O)N(CC(=O)Nc1ccccc1-c1ccccc1)c1ccccc1	-0.075	-17	1614	19	-0.2	5	6	-14	92	8	8
COc1cccc2cc(C(=O)NNC(=O)c3ccc(Br)cc3)c(=O)oc12	1.1	5	1814	20	4.2	1	3	1	89	7	8
COC(=O)c1cccc(NC(=S)N2CCN(c3ccccc3F)CC2)c1	0.27	0	1607	0	4.7	1	0	-7	105	-4	-3
Cc1ccccc1/C=N/NC(=O)CSc1nc2ccccc2o1	-0.11	4	1389	5	2.2	-6	1	2	95	4	-2
COc1ccc2nc(C)cc(SCC(=O)NNC(=O)COc3ccc(C)cc3)c2c1	.	.	1879	3	1.8	16	11	-5	101	16	-1
Cc1ccn(CCC(=O)N2CCCC(CCC(=O)N3CCN(c4ccccn4)CC3)C2)n1 (configuration not stated)	-0.17	-9	1589	6	-1.1	4	-2	-19	99	-2	-1
Cc1cccc(NC(=S)NC(=O)c2cccs2)n1	.	.	1488	-36	1.2	9	11	-7	141*	6	-22
C=CCn1c(C(CC)CC(C)(C)O)n[nH]c1=S (configuration not stated)	-0.42	-24	1460	3	2.8	0	-1	-7	99	6	-1
CCCOc1c(Cl)cc(C(=O)NC)cc1OC	0.17	-21	1483	7	0.8	3	2	-3	94	0	-2
CCOc1ccc(C(=O)NCC(=O)OCC(=O)N2C(C)CCCC2C)cc1 (configuration not stated)	-0.013	.	1459	-6	2.2	2	5	15	106	-4	1
CCCCNC(=S)N(C)/N=C/c1ccc2c(c1)OCO2	.	-21	1717	9	1.8	6	4	8	95	9	0
CCOC(=O)c1ccc(NC(=S)N(CCN(C)C)Cc2cccs2)cc1	-1.4	-5	1618	-3	0.4	3	-2	-9	104	1	-6
COc1ccc(-c2[nH]ncc2C2N=C(N)Nc3nc4ccccc4n32)cc1 (configuration not stated)	-0.21	-4	1598	11	1.2	0	-1	-7	97	12	-9
COC(=O)C1=C(C)NC(=O)CC1c1ccccc1F (configuration not stated)	-1.1	-24	1529	-2	0.8	1	2	-3	105	-2	3
COC(=O)c1cccc(NC2CC(=O)N(c3ccc(OC)c(OC)c3)C2=O)c1 (configuration not stated)	-0.062	-13	1810	11	-0.3	18	5	8	94	6	3
CCCCc1nnc(NC(=O)C(C)Sc2nc(O)c(Cc3ccccc3)c(=O)[nH]2)s1 (configuration not stated)	-0.17	4	1599	8	1.8	4	2	15	99	6	-9
CC(C)(O)C1=NOC(c2ccccc2)C1 (configuration not stated)	.	-11	1582	5	0.8	0	-1	-1	100	6	3
CCOC(=O)c1[nH]c(C)c(C(=O)OCC(=O)N2CC(=O)Nc3ccccc32)c1C	.	-12	1585	6	1.5	1	2	-7	94	8	0
N#Cc1ccc(CSc2nnc3ccccn23)cc1	0.089	-6	1695	2	2.1	6	1	-11	100	9	5
COCc1ccc(O)c2ncccc12	1.9	.	1367	1	1.8	8	8	0	104	1	-1
CC(C)c1ncc(C(O)c2cccc3ccccc23)n1C (configuration not stated)	.	-13	1596	14	0.1	7	3	6	92	-5	3
CC(C)(C)OC(=O)NCCCCc1cn(CC(=O)N2CCN(C(=O)OC(C)(C)C)CC2)nn1	.	9	1468	.	0.3	-10	0	-6	.	2	5
CCn1c(-c2ccc(F)cc2)cnc1SCC(=O)N1CCc2ccccc21	0.078	-1	1526	7	1.0	4	-1	7	97	8	-29
Cc1n[nH]c(C)c1Sc1ccccc1N	0.16	-7	1424	0	0.8	5	-3	-16	101	4	6
Brc1ccc(N=Cc2ccccn2)cc1	-0.04	13	1557	10	1.4	3	-1	2	94	-1	4
COc1cccc(C2=NOC(C(=O)NCc3ccc(F)cc3)C2)c1 (configuration not stated)	.	20	1584	1	1.8	4	2	16	104	-11	3
CCCCCCn1c(N2CCN(c3cccc(Cl)c3)CC2)nc2c1c(=O)[nH]c(=O)n2C	.	9	1701	-3	2.4	10	0	5	108	9	-8
COc1ccc(-n2c(SCC(=O)Nc3nc(C)cs3)nnc2-c2ccoc2C)cc1	.	.	1579	-7	7.5	5	2	-1	109	4	0
CCOc1ccc(CCNC(=O)CN2CCN(Cc3ccccc3F)C2=O)cc1OCC	.	.	1524	-8	-0.1	-2	-12	3	109	-1	-1
CCOC(=O)c1ccc(NC(=S)NCCCN2CCCCC2)cc1	.	.	1612	12	0.3	4	4	8	99	8	-5
CN(C)S(=O)(=O)c1cccc(C(=O)OCC(=O)c2c(N)n(C)c(=O)n(C)c2=O)c1	0.31	6	1604	0	0.4	2	5	-10	104	7	-1
Cc1ccc(C(=O)ONc2ccc(N=NC(=O)c3ccccc3O)cc2)cc1	-0.034	.	1726	-2	1.6	7	6	-4	101	9	-2
CC1CN(C)C(C)CC1NCc1ccc2c(c1)OCO2 (configuration not stated)	.	15	1528	6	0.1	2	-1	-19	100	6	-4
CC1Cc2ccccc2N1C(=O)/C=C/c1cccc(F)c1 (configuration not stated)	0.015	16	1609	6	0.8	7	9	-7	99	8	-62

# Next records
molecule	ROMK primary	S1P3 antagonist	SRC2 TRFRET art	STAT3 inh	RAM inhibit	PPARg SRC-1 ag	PPARg SRC3 recr	TLR4-MyD88 BLA	STAT3 activator	PPARg SRC2 recr	STAT1 blocker
O=C(NCc1cccnc1)c1sc2cc(Cl)ccc2c1Cl	.	.	1767	23	0.4	0	15	-7	83	-4	0
CC(=O)OCC(=O)c1ccc2ccn(C(C)=O)c2c1	-0.34	4	1512	19	-0.6	-5	-6	9	86	4	-6
COc1ccccc1-c1ccc(=O)n(CC(=O)NC2CCc3ccccc32)n1 (configuration not stated)	-1.5	-8	1590	9	7.1	3	2	7	95	-1	-3
CN(CCNC(=O)c1cn(C)c2ccc(S(=O)(=O)N3CCCC3)cc2c1=O)CCc1ccccc1	-0.42	.	1400	1	1.7	-6	5	1	106	-2	1
CN(C)S(=O)(=O)c1ccc(C(=O)OCc2ccc(C#N)cc2)cc1	1.8	-14	1451	-5	2.6	-2	-8	-1	106	0	-12
CC(=O)N1CCc2cc(S(=O)(=O)CCC(=O)N3CCN(c4ccccn4)CC3)ccc21	-0.0021	-19	1562	7	0.2	0	-3	-10	96	7	-3
CCOCCCNC(=O)c1ccccc1OC1CCN(S(C)(=O)=O)CC1	0.7	-10	1497	3	1.5	7	-5	1	102	-5	-6
CN(C)c1nc(N)nc(CSc2nnnn2C)n1	.	-7	1643	11	0.8	-3	-9	0	90	2	-2
C=CCC1(O)C(=O)Nc2ccccc21 (configuration not stated)	.	6	1606	4	-0.2	4	15	8	100	11	-4
COc1ccc(CNC(=O)c2ccc(Br)o2)cc1	0.1	-12	1622	-3	1.2	3	7	-7	100	2	-5
O=C(Nc1cccc(O)c1)c1noc2c1CCc1ccccc1-2	-0.65	.	1602	83*	2.7	3	-4	-6	31	7	18
CCN1CCCC1CNC(=O)Cn1ncc2c(=O)oc3ccc(C)cc3c21 (configuration not stated)	.	.	1471	10	1.7	-2	7	-10	96	0	-1
COc1ccc(C)cc1NC(=O)CN(C)S(=O)(=O)c1cnc[nH]1	0.12	.	1436	2	-0.6	1	-6	-17	104	-1	-7
